ARFGAP1 inh: inhibits rat ARF GTPase activating protein 1 | Q62848 | Arfgap1-stimulated ARF1 GTP hydrolysis, GDP FP detection | 360,000 tested, 0.26% active | inhibition, % at 16.5 µM;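 active means inhibition above a per-plate limit, mean inhibition of low control wells plus 3 SD, cut at about 25% in these data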;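 further: 0% = DMSO wells with enzyme and 100% = wells lacking Arfgap1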
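Repeats: one replicate per compound; assay system: rat Arfgap1 catalytic domain, aa 1-136; times: enzyme reaction 120 min at 25 °C after 20 min preincubation; detection: FP of antibody-bound GDP Alexa 633 tracer, ex 620/em 688 nm; benchmarks: high control wells lacking Arfgap1, low control full reaction with DMSO; reagent: human ARF1(Δ1-17)-GTP substrate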
proKLK7 act: activators of human kallikrein-7 zymogen | AID 652039 | 370,000 tested, 0.9% active | P49862 | purified proKLK7, EDANS-DABCYL substrate fluorescence; 100% is mature enzyme control, 0% vehicle | activation, % at 7 µM;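 active means activation above the mean of all tested compounds plus 3 SD, computed per campaign excluding outliers beyond control limits, cut at about 13% in these data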
Target sequence (P49862 whole entry, looked up): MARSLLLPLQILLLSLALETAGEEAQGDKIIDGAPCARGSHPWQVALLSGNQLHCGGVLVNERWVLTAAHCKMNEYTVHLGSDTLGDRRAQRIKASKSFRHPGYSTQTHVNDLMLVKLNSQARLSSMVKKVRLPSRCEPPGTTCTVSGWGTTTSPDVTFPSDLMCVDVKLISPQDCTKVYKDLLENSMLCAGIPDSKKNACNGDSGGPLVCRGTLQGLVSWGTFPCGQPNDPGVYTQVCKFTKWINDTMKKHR
ADAM10 inh: inhibitors of human ADAM10 | recombinant ADAM10, EDANS/DABCYL FRET peptide cleavage, 3 h | inhibition, % at 7 µM | 370,000 tested, 0.62% active | AID 720582;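 active means inhibition above a per-campaign cutoff equal to the mean of compounds falling between control-based bounds plus 3 SD, cut at about 20% in these data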;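 further: 0% = DMSO wells while the 100% control is not disclosed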
PLCg1 inh: inhibitors of human phospholipase C gamma1; P19174; purified PLC-gamma1, fluorogenic substrate, fluorescence; inhibition, % at 12.2 µM; 370,000 tested, 0.84% active; AID 720700; in the data active means inhibition above about 9.5%
ASAP1 GAP inh: ASAP1 ArfGAP inhibition; inhibition, % at 16.5 µM; ASAP1-stimulated ARF1 GTP hydrolysis, GDP FP detection; 360,000 tested, 0.19% active; Q9ULH1; in the data active means inhibition above about 25%;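 further: 0% = vehicle with enzyme and substrate and 100% = no enzyme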
Target sequence (Q9ULH1 325-724 limits assumed): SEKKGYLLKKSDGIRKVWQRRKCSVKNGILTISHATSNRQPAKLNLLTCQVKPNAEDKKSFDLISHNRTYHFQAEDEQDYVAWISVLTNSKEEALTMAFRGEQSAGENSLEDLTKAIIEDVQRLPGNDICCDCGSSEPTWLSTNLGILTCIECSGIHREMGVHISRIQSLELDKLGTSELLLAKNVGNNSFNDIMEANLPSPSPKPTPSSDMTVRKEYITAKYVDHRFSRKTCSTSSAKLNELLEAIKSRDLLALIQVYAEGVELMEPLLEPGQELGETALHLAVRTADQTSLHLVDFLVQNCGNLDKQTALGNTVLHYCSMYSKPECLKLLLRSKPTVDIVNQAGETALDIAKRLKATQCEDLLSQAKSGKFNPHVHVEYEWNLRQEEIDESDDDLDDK
Tn7 DDE FP: disrupts Tn7 cyclic peptide binding to fibrin D-Dimer-E complex; P02675; FP displacement of FITC-Tn7 peptide from fibrin DD(E); 0% = median of compound wells per plate; inhibition, % at 8.3 µM; 370,000 tested, 0.13% active;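 active means inhibition above the mean of compounds falling within the control limits plus 3 SD of them, cut at about 14% in these data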;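 further: 0% = plate median of compound wells and 100% = 10 µM Aha-Tn7 peptide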
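Assay system: human fibrin DD(E) protein / Input: 2 µM fibrin DD(E) / Benchmarks: high control of 10 µM Aha-Tn7 peptide / Measured by: fluorescence polarization of the labelled Tn7 tracer / Medium: Tris buffer with calcium and detergent, pH 7.8 / Timing: 10 min compound pre-incubation, 3 h probe incubation at room temperature / Repeats: one replicate per compound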
DDE Tn6 FP inh: inhibitors of Tn6 peptide binding to human fibrin DD(E) | 370,000 tested, 0.21% active | inhibition, % at 8.3 µM | P02675 | Fibrin DD(E) TRITC-Tn6 fluorescence polarization displacement;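 active means inhibition above a per-campaign cutoff: mean of compounds within control limits plus 3 SD, cut at about 15% in these data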;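 further: 0% = median of all compound wells on the plate and 100% = blocking peptide control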
ADAM17 inh: ADAM17 inhibition, QFRET primary screen; P78536; recombinant ADAM17, EDANS/DABCYL FRET peptide cleavage; inhibition, % at 6.95 µM; 370,000 tested, 0.83% active;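 active means inhibition above the mean of compounds lying between control limits plus 3 SD, set per campaign, cut at about 8.5% in these data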;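 further: 0% = DMSO-only wells as the low control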
TDP2 absorb: blocks human TDP2 phosphodiesterase activity; O95551; recombinant TDP2, T5PNP hydrolysis, p-nitrophenol absorbance 415 nm; inhibition, % at 12.8 µM; 370,000 tested, 0.34% active;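 active means inhibition above the mean of all tested compounds plus 3 SD, set per campaign, cut at about 25% in these data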;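 further: 0% = DMSO with enzyme and 100% = buffer with substrate but no TDP2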
Target sequence (O95551 whole entry, looked up): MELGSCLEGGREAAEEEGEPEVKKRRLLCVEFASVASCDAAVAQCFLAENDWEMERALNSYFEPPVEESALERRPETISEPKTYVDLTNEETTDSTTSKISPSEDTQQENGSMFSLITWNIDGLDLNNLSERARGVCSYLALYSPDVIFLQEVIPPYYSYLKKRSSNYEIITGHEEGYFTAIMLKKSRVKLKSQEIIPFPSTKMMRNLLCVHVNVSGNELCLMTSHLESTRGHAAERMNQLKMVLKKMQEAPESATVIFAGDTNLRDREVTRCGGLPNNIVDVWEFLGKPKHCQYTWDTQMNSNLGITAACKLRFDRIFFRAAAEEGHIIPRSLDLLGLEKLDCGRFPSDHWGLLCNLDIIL
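Evaluation: % inhibition relative to enzyme-containing and enzyme-free wells. Material: recombinant human TDP2. Benchmarks: enzyme-free and DMSO wells. Timing: enzyme reaction with compound for 2 h at 37 °C. Compound dosing: 12.8 µM only. Measured by: p-Nitrophenol epi absorbance. Reagent: T5PNP substrate at 5 mM, a TopII-DNA adduct mimic. Replication: single well per compound.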
LEDGF integ inh: blocks HIV-1 LEDGF/p75-dependent DNA integration; TR-FRET IN-LEDGF/p75 DNA integration, Eu/Cy5; inhibition, % at 3.7 µM; 370,000 tested, 0.64% active;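 active means inhibition above the screen-wide mean plus 3 SD, cut at about 13% in these data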;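 further: signal is the Cy5 over europium emission ratio at 671 and 618 nm; 0% = plate median of compound wells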
* hit, by the source's call; i = inactive.

Sample of the layout, 5 compounds:
Order of values – ARFGAP1 inh, proKLK7 act, ADAM10 inh, PLCg1 inh, ASAP1 GAP inh, Tn7 DDE FP, DDE Tn6 FP inh, ADAM17 inh, TDP2 absorb, LEDGF integ inh
> O=S(=O)(NC(=NC1CCCC1)C(F)(F)F)c1ccccc1
    -4.3, -0.1, 4.8, -1.1, 2.4, 1.1, 0.6, -1.6, -5.1, -0.7
> NCCCC[C@H](N)c1nnc([C@H](CC(=O)O)NC(=O)C2CCNCC2)o1
    -1.1, -0.5, 1.4, -4.0, 9.6, 0.8, -6.9, -3.5, 11.3, 0.1
> Cc1cccc(/C=C/C(=O)c2ccc([N+](=O)[O-])o2)c1
    8.6, -0.3, -9.9, -13.7, 5.4, 0.1, -2.9, -5.5, 4.4, 5.0
> COc1ccc(C(=O)CC(=O)C(=O)Nc2ccc(OC)c(Cl)c2)cc1
    2.1, -0.1, -1.4, -8.9, 10.7, -0.2, 4.4, -1.1, -1.3, 2.4
> COc1cc(/C=N/N=C(/C(=O)c2ccccc2)c2ccccc2)cc(OC)c1O
    10.4, 0.8, 9.7, 0.6, 7.7, 0.1, 0.6, 2.5, 0.5, -1.0

The whole of this part, repeating the preview:
Order of values – ARFGAP1 inh, proKLK7 act, ADAM10 inh, PLCg1 inh, ASAP1 GAP inh, Tn7 DDE FP, DDE Tn6 FP inh, ADAM17 inh, TDP2 absorb, LEDGF integ inh
> O=S(=O)(NC(=NC1CCCC1)C(F)(F)F)c1ccccc1
    -4.3, -0.1, 4.8, -1.1, 2.4, 1.1, 0.6, -1.6, -5.1, -0.7
> NCCCC[C@H](N)c1nnc([C@H](CC(=O)O)NC(=O)C2CCNCC2)o1
    -1.1, -0.5, 1.4, -4.0, 9.6, 0.8, -6.9, -3.5, 11.3, 0.1
> Cc1cccc(/C=C/C(=O)c2ccc([N+](=O)[O-])o2)c1
    8.6, -0.3, -9.9, -13.7, 5.4, 0.1, -2.9, -5.5, 4.4, 5.0
> COc1ccc(C(=O)CC(=O)C(=O)Nc2ccc(OC)c(Cl)c2)cc1
    2.1, -0.1, -1.4, -8.9, 10.7, -0.2, 4.4, -1.1, -1.3, 2.4
> COc1cc(/C=N/N=C(/C(=O)c2ccccc2)c2ccccc2)cc(OC)c1O
    10.4, 0.8, 9.7, 0.6, 7.7, 0.1, 0.6, 2.5, 0.5, -1.0
> COc1ccc(C(=O)NC2=NCCS2)c(OC)c1
    14.3, -0.1, -6.8, -2.3, -8.9, -4.8, 0.1, -2.8, 15.7, -1.9
> Cc1ccc(NC(=O)CCC(=O)OCC(=O)c2ccc(Oc3ccc([N+](=O)[O-])cc3)cc2)cc1C
    4.5, -0.4, 5.9, 11.3*, 4.3, -6.4, -10.1, 1.8, -11.1, 0.1
> COc1cccc(-c2nnn(C/C(N)=N/O)n2)c1
    4.0, -0.3, 3.0, 2.8, 10.6, 8.0, -6.6, -5.6, -1.9, -4.5
> N#Cc1c(-c2ccccc2)nc(-c2cccnc2)[nH]c1=O
    -1.1, 0.3, -6.8, -4.8, -1.2, 9.3, -8.0, -4.4, 22.7, 2.5
> CCOC(=O)c1[nH]c(C)c(C(=O)N(C)Cc2ccccc2)c1C
    -10.4, 0.1, -1.4, -1.8, 10.0, 3.8, -5.5, -5.0, 9.8, 1.3
> Cc1cc(Cl)c(S(N)(=O)=O)cc1OCC(=O)NC1CCCCC1
    -8.4, 0.1, 2.4, 0.4, 0.1, -0.5, 2.5, -1.1, 8.6, -0.2
> COc1ccc2c(c1)c(=O)oc1c(C)c(OCc3cc(C(=O)O)oc3C)ccc12
    8.0, -4.6, -364.1, -128.9, -13.1, -1.7, 3.1, -130.3, 2.8, 3.0
> Cc1cc(C)c(S(=O)(=O)N2CCN(C(=O)C3COc4ccccc4O3)CC2)c(C)c1 (stereo unspecified)
    -1.9, 1.1, -5.5, -2.1, -0.8, 5.3, 0.5, -6.5, 0.2, 0.5
> COc1ccc(C(C(=O)NC2CCCC2)N(C(=O)c2ccco2)c2ccc(OC)c(OC)c2)cc1 (stereo unspecified)
    -4.5, -0.2, 3.0, -2.5, 7.2, 8.1, 6.5, -3.0, 5.2, 0.4
> O=C(c1cc(-c2ccccc2)nn1-c1ccccc1)N1CCN(S(=O)(=O)c2c(F)cccc2F)CC1
    6.4, 0.3, -10.9, -0.5, 10.3, -2.9, 0.6, -6.2, 16.9, -4.8
> CC1CN(S(=O)(=O)c2cccc(C(=O)OCc3cc(=O)oc4cc(O)ccc34)c2)CC(C)O1 (stereo unspecified)
    2.0, 374.5*, -483.7, -248.6, -1.6, -0.7, 0.6, -125.6, 10.8, 0.4
> C=CCn1c(=O)c2ccccc2n2c(SCc3cc(=O)n4ccsc4n3)nnc12
    -1.9, 0.0, -6.7, 0.3, 2.5, -2.0, 0.0, -3.2, -9.5, 3.3
> COCCCNC(=O)C(=O)NCCCOC(C)C
    -10.6, 0.2, -0.5, 0.5, 9.7, -3.4, 5.0, -3.0, 2.5, 0.8
> Cc1nc2cc(S(=O)(=O)N(C)C)ccc2n1-c1ccccc1
    1.7, -0.2, 1.8, 2.1, 10.1, -2.2, -1.5, -3.8, 9.7, -0.3
> COc1cccc(C2CC(=O)Nc3cc(C)c(C)cc32)c1 (stereo unspecified)
    2.5, 0.4, 5.3, 3.0, -10.0, -3.4, 0.0, 1.3, 6.9, 6.2
> COc1cccc(-n2cnc3cccc(N)c32)c1
    11.3, 0.2, -8.5, -17.6, 2.4, -4.2, -6.2, -7.2, 0.7, -1.7
> N=c1sccn1CC(=O)Nc1ccc(S(N)(=O)=O)cc1
    2.1, 0.5, -0.6, -0.9, -0.7, -5.4, -5.5, -4.7, 16.8, -1.9
> S=C(NCc1ccco1)N1CCN(C(c2ccccc2)c2ccccc2)CC1
    7.7, -0.5, 6.8, 0.7, 3.8, -2.9, -7.2, 2.6, 1.2, -0.1
> C/C(CCc1ccc2c(c1)OCO2)=N\N=C1\NC(=O)CC(C(=O)Nc2ccc(Cl)cc2)S1 (stereo unspecified)
    7.8, -0.1, 1.6, -0.1, 6.8, 2.8, 4.0, 5.0, -5.0, 1.4
> CC1(C)N=C(N)N=C(N)N1c1ccc(OCC(=O)N2CCOCC2)c(Cl)c1
    -6.0, -0.4, -3.1, 7.4, -1.1, 5.0, 0.3, 5.0, -1.0, -0.8
> CN(C)CCCN(C(=O)c1cccs1)c1nc2cc3c(cc2s1)OCO3
    -4.9, -0.5, -4.3, -2.2, 13.3, 3.4, 1.8, -5.4, -1.1, -3.4
> COc1ccc(C(=O)NC2CCSC2=O)cc1 (stereo unspecified)
    8.7, 0.3, -2.0, -1.9, -9.7, -0.9, 0.8, -6.3, -2.9, -5.5
> Cc1ccccc1-c1nnc(SCc2ccccc2F)o1
    5.7, 0.3, -2.7, 0.5, -1.7, 3.4, -0.9, -2.1, -2.0, 2.9
> Cc1c(C(c2ccc(Br)cc2)c2c(C)n(C)n(-c3ccccc3)c2=O)c(=O)n(-c2ccccc2)n1C
    -6.0, 0.2, -6.0, -1.9, 2.2, 4.5, -1.3, -6.2, -6.4, -4.9
> CCCn1c(SCC(=O)Nc2ccc(OC)cc2[N+](=O)[O-])n[nH]c1=O
    -11.0, 0.3, 6.1, -217.7, 5.9, -1.7, -2.2, -2.6, 8.7, -0.2
> CC(=O)Nc1ccc(OCCOc2ccc([N+](=O)[O-])cc2)cc1
    0.2, -0.3, 4.9, 3.4, -1.1, 5.0, 11.3, -2.1, 0.4, -2.3
> COC(C/C=C/[C@@H](O)[C@H](C)OCc1ccccc1)OC
    -1.1, 0.4, -8.8, -0.7, -5.7, 2.9, -2.8, -4.2, 13.0, -0.7
> CN(C)/C=C/C(=O)c1cccc(Oc2ncccn2)c1
    0.0, 0.0, -1.9, -1.7, -5.9, 5.3, 1.2, -2.0, -1.1, 1.0
> COc1ccc(-c2cc3ccc(O)cc3oc2=O)cc1
    0.6, 53.0*, i, i, 12.2, 0.7, -6.7, i, 7.3, 1.5
> O=C(N/C(=C/c1cccc(Br)c1)c1nc(=S)[nH][nH]1)c1ccccc1
    8.6, 0.5, 4.9, -19.2, -3.5, -6.6, -3.8, 4.5, -2.9, 0.0
> Cc1[nH]c2ccccc2c1C(=O)CSc1nc2ccccc2c(=O)n1-c1ccccc1F
    -10.2, -0.5, -2.7, 1.2, -2.2, 9.4, 5.1, -1.1, -8.3, 0.1
> O=C(c1cccc(S(=O)(=O)N2CCCCCC2)c1)N1CCN(c2ccccc2)CC1
    -7.9, -0.7, 2.5, 4.5, -6.5, 1.2, 3.4, 0.7, -7.6, 2.6
> O=C1CN(C(=O)COC(=O)c2cccc(OCc3ccccc3)c2)c2ccccc2N1
    16.8, 0.6, 4.2, 4.2, 0.0, 5.3, -3.6, -1.2, 4.8, -4.9
> O=C(NCc1ccncc1)Nc1cccc([N+](=O)[O-])c1
    5.2, 0.1, 1.5, 5.1, 0.4, -3.3, 3.2, -2.7, -4.9, 6.2
> CCC1=NN(C(=O)Cc2ccc([N+](=O)[O-])cc2)C(O)(c2ccc(Br)cc2)C1 (stereo unspecified)
    -3.0, 0.3, 0.6, 4.7, -2.6, -3.3, -1.9, -1.6, 1.3, -3.1
> CC(C)(C)n1nc2c(c1NC(=O)c1ccccc1)CS(=O)(=O)C2
    2.8, 0.5, 9.5, 2.2, 6.3, -3.7, 0.5, 0.5, 1.9, 0.9
> Cc1cc(C)c(C#N)c(SCC(=O)Nc2ccccc2C)n1
    19.6, 0.1, 5.1, -8.6, -7.3, -5.0, -2.4, -2.2, 6.7, 2.6
> CCOC(=O)c1ccc(NC(=O)NC(C)C2CCCO2)cc1 (stereo unspecified)
    5.9, 0.4, -6.1, 4.4, 7.1, -4.6, -3.3, -0.8, -2.2, 2.7
> COc1ccc(/C=N/NC(=O)C(=O)NCc2cccnc2)cc1
    8.2, -0.6, 8.6, -1.8, 1.7, 4.7, 0.1, -1.4, -2.2, -1.0
> COc1ccc(Cl)cc1NC(=O)C(C)Sc1n[nH]c(N)n1 (stereo unspecified)
    -9.8, -0.4, 3.4, -0.9, 1.6, 10.3, 8.8, -2.6, 0.1, -0.6
> OC(c1ccc(Cl)cc1)c1ncc(-c2ccc(Oc3ccccc3)cc2)[nH]1 (stereo unspecified)
    7.5, -0.2, 9.6, -8.0, 3.0, -3.4, -0.7, 6.2, -2.5, -0.6
> O=S(=O)(NCC(c1cccnc1)N1CCN(c2ccc(F)cc2)CC1)c1cc(F)ccc1F (stereo unspecified)
    3.2, 0.2, 4.0, -1.9, -4.2, 8.8, 12.1, -2.3, 4.3, -1.2

Bioassay records deposited in PubChem BioAssay by The Scripps Research Institute Molecular Screening Center.

Hits appear at their usual frequency, and some 4.2% of all compounds hit somewhere here.
